High-throughput results (PubChem BioAssay)
ADAM10 inh – inhibits human ADAM10. 370,000 tested, 0.62% active. O14672. recombinant ADAM10, EDANS/DABCYL FRET peptide cleavage, 3 h. inhibition, % at 7 µM;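 active = inhibition above a per-campaign cutoff equal to the mean of compounds falling between control-based bounds plus 3 SD, cut at about 20% in these data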;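 note: 0% = DMSO wells while the 100% control is not disclosed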
DAX1 inh-1 – inhibits human nuclear receptor DAX1 | P51843 | HEK293 Gal4-DAX1 luciferase reporter, luminescence | inhibition, % at 6.75 µM | 340,000 tested, 0.99% active | AID 504766;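 active = inhibition above the mean over all tested compounds plus 3 SD, cut at about 4.2% in these data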;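 note: 0% = DAX1-transfected cells with DMSO and 100% = empty-vector control cells with DMSO; inhibition shows as a rise in luminescence from relieved DAX1 repression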
Target sequence (P51843 207-470 limits assumed): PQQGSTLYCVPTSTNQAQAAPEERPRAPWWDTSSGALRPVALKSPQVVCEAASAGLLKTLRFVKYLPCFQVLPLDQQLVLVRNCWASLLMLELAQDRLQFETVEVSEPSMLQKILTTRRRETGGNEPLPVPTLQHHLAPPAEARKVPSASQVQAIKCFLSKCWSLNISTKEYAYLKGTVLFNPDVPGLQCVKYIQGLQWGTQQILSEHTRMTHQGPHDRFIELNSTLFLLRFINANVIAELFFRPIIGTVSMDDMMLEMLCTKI
ADAM17 inh – inhibits human ADAM17 | 370,000 tested, 0.83% active | recombinant ADAM17, EDANS/DABCYL FRET peptide cleavage | P78536 | inhibition, % at 6.95 µM;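 active = inhibition above the mean of compounds lying between control limits plus 3 SD, set per campaign, cut at about 8.5% in these data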;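 note: 0% = DMSO-only wells as the low control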
Target sequence (P78536 215-824 limits assumed): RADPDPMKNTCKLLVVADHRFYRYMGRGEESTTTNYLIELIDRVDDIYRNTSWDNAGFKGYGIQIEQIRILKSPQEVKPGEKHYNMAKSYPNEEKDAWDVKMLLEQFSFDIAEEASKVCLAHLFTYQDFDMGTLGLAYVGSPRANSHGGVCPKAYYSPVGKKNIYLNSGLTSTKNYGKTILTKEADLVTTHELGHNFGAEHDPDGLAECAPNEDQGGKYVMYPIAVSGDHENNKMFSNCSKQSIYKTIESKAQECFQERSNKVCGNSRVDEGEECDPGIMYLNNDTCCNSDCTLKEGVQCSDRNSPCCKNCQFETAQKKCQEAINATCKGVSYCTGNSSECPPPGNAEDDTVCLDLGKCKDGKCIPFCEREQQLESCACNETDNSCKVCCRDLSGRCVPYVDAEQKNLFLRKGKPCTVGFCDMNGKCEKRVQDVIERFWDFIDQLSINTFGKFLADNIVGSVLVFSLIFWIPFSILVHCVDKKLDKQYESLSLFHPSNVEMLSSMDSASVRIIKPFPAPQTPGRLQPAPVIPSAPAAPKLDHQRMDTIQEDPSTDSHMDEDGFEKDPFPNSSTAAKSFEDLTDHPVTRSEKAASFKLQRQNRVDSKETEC
PG9 Ab binder – small molecules binding HIV-1 gp120 antibody PG9 | TR-FRET gp120-PG9 antibody binding | inhibition, % at 6.7 µM | 360,000 tested, 0.43% active; in the data active = inhibition above about 8.5%
ssDAF12 agonist – activators of S. stercoralis DAF-12 nuclear receptor | HEK293 ssDAF-12/GRIP1 lit1-tk-luc reporter, luminescence; % of 3 µM dafachronic acid response | activation, % at 6.8 µM | 370,000 tested, 1% active | AID 652126;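 active = activation above the mean over all tested compounds plus 3 SD, cut at about 0.9% in these data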;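 note: 0% = DMSO-only wells and 100% = 3 µM delta7-dafachronic acid wells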
DAX1 inh-2 – inhibitors of DAX1 repression of SF-1 activated StAR promoter; 370,000 tested, 1.1% active; inhibition, % at 6.8 µM; AID 652010; HEK293T StAR-luciferase reporter, SF-1/DAX-1 repression relief;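 active = inhibition above the mean over all tested compounds plus 3 SD, cut at about 3.6% in these data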;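 note: 0% = DAX-1 cells with DMSO and 100% = cells lacking DAX-1 with DMSO; higher inhibition means more luminescence from relief of DAX-1 repression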
hcDAF12 agonist – activators of H. contortus DAF-12 nuclear receptor. HEK293 hcDAF-12 lit1-tk-luc reporter, luminescence; 0% DMSO, 100% Δ7-dafachronic acid. activation, % at 6.8 µM. 370,000 tested, 1.4% active;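 active = activation above the mean of all tested compounds plus 3 SD, cut at about 5.5% in these data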;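 note: 100% = response to 3 µM Δ7-dafachronic acid high control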
GC-A act – GC-A (human) enzyme activation; HEK293 GC-A cells, cGMP TR-FRET, EC30 ANP; 0% at EC30 ANP, 100% saturating ANP; AID 1671463; P16066; activation, % at 10 µM; 370,000 tested, 0.14% active; in the data active = activation above about 40%
SMARCA2 act – activators of SMARCA2 function; MG213 cells, MMTV-luciferase reporter, dexamethasone, overnight; activation, % at 9.1 µM; 370,000 tested, 1% active; AID 652017; in the data active = activation above about 7.8%;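 note: 0% = vehicle wells and 100% = reference activator wells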
GAA850 FXN act – increases GAA850 frataxin promoter reporter activity. activation, % at 6 µM. HEK293 lucGAA850 FXN promoter luciferase reporter, 24 h; percent of 10 µM SAHA response. 360,000 tested, 0.56% active;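 active = activation above the average of all compounds screened plus 3 SD, cutoff fixed separately per campaign, cut at about 7.5% in these data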;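 note: 0% = DMSO wells and 100% = 10 µM SAHA wells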
hgDAF12 agonist – agonists of H. glycines DAF-12 nuclear receptor. activation, % at 6.8 µM. 370,000 tested, 1.8% active. HEK293 GAL4-hgDAF12 UAS-luciferase reporter, agonist luminescence; normalized to butyrate control. AID 687014;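 active = activation above a cutoff set at the mean of all screened compounds plus 3 SD, cut at about 10% in these data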;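 note: 0% = DMSO wells and 100% = sodium butyrate wells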
* hit, by the source's call; i = inactive; · = not tested or not shown.

mol,ADAM10 inh,DAX1 inh-1,ADAM17 inh,PG9 Ab binder,ssDAF12 agonist,DAX1 inh-2,hcDAF12 agonist,GC-A act,SMARCA2 act,GAA850 FXN act,hgDAF12 agonist
CC(C)N1CCCCC(NC(=O)c2cccs2)C1=O (centres undefined),-11,·,-9,·,-0.9,-0.3,-0.2,4,0,·,1.8
O=C(NNC1CC(=O)N(c2ccccc2)C1=O)c1ccc(COc2ccccc2Cl)o1 (centres undefined),3,-1.6,1,-2.2,-1.1,0.0,-0.8,3,1,-1.5,0.1
Cc1csc(NC(=O)CSc2nc3nc(C)cc(C)n3n2)n1,-11,-0.9,0,0.1,0.2,0.1,3.1,-1,2,1.1,-1.1
CN(C)/C=C/C(=O)c1ccc([N+](=O)[O-])c(CS(=O)(=O)c2ccc(Cl)cc2)c1,13,0.1,6,-1.5,-0.9,-0.1,1.4,-4,1,-1.1,3.9
Cc1noc(C)c1CSc1nnc(-c2ccccc2)n1Cc1ccco1,4,-0.9,-4,-0.9,-0.8,-0.3,-1.2,-1,-2,2.1,1.2
COc1cc(C(=O)Nc2ccc3c(c2)OCO3)ccc1-n1cnnn1,15,-1.8,3,-1.8,-1.1,-0.6,-2.3,-1,-5,0.2,0.4
CCOC(=O)c1c(NC(=O)CSc2nncs2)sc(C)c1C,-4,-0.2,0,0.0,-1.0,0.1,-1.6,6,-1,0.5,0.1
Cc1cc(Br)ccc1OCc1nc(-c2cccnc2)no1,-2,0.2,-1,-3.0,-0.7,-0.7,-0.5,11,7,6.4,2.9
O=C(COC(=O)c1ccccc1)NCC1COc2ccccc2O1 (centres undefined),-4,1.7,0,-0.9,-1.2,0.9,0.7,0,-1,0.4,0.7
Cc1cc(OC(C)C(=O)NCC(O)c2ccccc2)c2c(C)cc(=O)oc2c1 (centres undefined),-476,0.5,-167,1.4,-1.5,-0.5,-1.1,-1,3,-0.1,0.2
Cc1ccccc1NC1=C(C(=O)c2ccccc2)N(C)S(=O)(=O)c2ccccc21,6,-0.7,2,1.4,-0.8,0.1,-1.1,-8,-2,1.3,-0.9
CCOC(=O)C1=C(CS(=O)(=O)c2ccc(F)cc2)NC(=O)NC1c1cc(OC)c(O)c(OC)c1 (centres undefined),2,0.3,2,0.3,-0.8,0.2,3.1,0,1,0.0,-0.1
CNC(=O)C1CC(=O)N(c2ccc(OCC(=O)Nc3ccc(OC)cc3)cc2)C1 (centres undefined),2,0.2,3,-1.0,-1.1,-0.3,-0.3,5,0,-1.6,-1.1
C=CCn1c(SCC(=O)NC2CCCC2)nnc1-c1ccncc1,1,-0.2,1,-0.9,-1.2,-0.2,1.6,1,2,-0.8,-1.9
CCOC(=O)c1sc(-c2ccccc2)cc1NC(=O)c1ccc(S(=O)(=O)N(CCOC)CCOC)cc1,-2,-0.8,-3,0.1,-1.6,-0.1,1.1,0,-3,2.8,-3.2
CCCCN(C)C(=O)CCCCn1c(=O)[nH]c2cc(OCC)c(OCC)cc2c1=O,-60,-0.7,-25,0.0,-1.1,-0.9,-0.4,4,-3,4.4,-1.5
CCCCCC(=O)Nc1ccc(S(=O)(=O)Nc2ccc(Cl)nn2)cc1,-10,0.0,-3,-1.2,-0.4,0.1,-0.7,-1,-4,0.8,-1.7
NC(=O)CC(NC(=O)c1ccccc1)c1ccc(NCc2ccc(F)cc2)c([N+](=O)[O-])c1 (centres undefined),-1,-0.8,-1,-1.3,-1.7,0.3,-2.2,0,-1,0.2,-1.0
COc1ccccc1C(=O)COC(=O)c1ccc(Cl)nc1,-15,0.3,-6,2.1,-1.2,-0.7,-1.9,1,-1,1.8,-0.1
Clc1ccc(-c2cc3ccccc3nc2N2CCCC2)cc1,-17,0.2,-8,-0.1,-0.7,-0.7,2.1,-1,-1,1.6,0.8
Cc1ccc2c(c1)c1c3n2CCCNC3CCC1 (centres undefined),0,-1.2,-1,-1.3,-1.2,0.5,-0.1,0,-3,-0.2,-2.4
COc1ccccc1NC(=O)CSc1nc2ccccc2c(=O)n1CCNC(C)=O,-6,0.2,-2,1.1,-1.7,-1.1,-2.0,-3,1,0.5,-2.8
COc1cc2cc(CN(CCN3CCCC3)C(=O)Nc3ccccc3Cl)c(=O)[nH]c2cc1OC,-458,0.8,-118,-0.6,-0.6,0.4,-0.2,0,1,-1.5,-1.0
CCCCC(=O)NCCNC(=O)c1cc(OCC(F)(F)F)ccc1OCC(F)(F)F,0,-0.5,-6,5.1,-1.0,0.3,-1.9,6,-1,2.4,-1.5
CCCCC/C=C/C1=CC(=O)C[C@H](c2ccc(OC)cc2)C1,-8,-1.2,-4,-0.1,-1.5,0.6,-1.5,1,0,1.6,0.0
Cc1ccc(NC(=O)c2ccc3c(c2)CCN3S(C)(=O)=O)cc1,-2,1.2,-1,-1.6,-1.4,0.3,2.3,1,1,1.2,8.6
Cc1cccc(C)c1NC(=O)C1CCCN1S(=O)(=O)c1ccccc1 (centres undefined),6,0.6,-2,-0.4,-1.2,0.2,-1.4,3,-1,-1.7,0.8
Nn1c(Cc2ccccc2)nc2ccccc2c1=O,16,2.6,0,-1.5,-0.8,0.0,0.5,-1,-3,0.0,0.4
O=C(O)CN(CC(=O)O)CC(=O)O,-4,0.2,5,-0.7,-1.1,0.2,0.8,2,-1,-1.8,-0.3
O=C1Nc2ccccc2C1=Nc1ccc(Br)cc1,6,-1.1,-1,-3.5,-0.6,1.0,-0.9,-4,4,0.1,4.2
CC(C)(C)CC(C)(C)NCC(O)COc1ccc2c(c1)CCC2 (centres undefined),-4,-0.9,-4,-1.8,-1.1,-0.9,-1.6,-5,-4,-0.8,0.1
CC1(C(=O)Nc2cnc3ccccc3c2)CCN1Cc1ccc2ccccc2c1 (centres undefined),12,·,6,-2.6,-1.6,-1.3,0.2,-5,12*,1.8,0.1
C=CCn1c(N)c(C(=O)Nc2cccc(C)c2)c2nc3ccccc3nc21,-63,0.5,-19,-2.6,-1.6,-0.2,-1.6,15,-2,4.5,-3.9
COc1cc(C)c(C#N)c(OC)n1,-5,-0.7,-2,0.4,-1.0,-0.5,-1.6,-1,-4,0.8,-2.1
O=C(C[C@H]1C[C@@H]2c3cc(NS(=O)(=O)c4ccccc4)ccc3O[C@@H]2[C@H](CO)O1)N1CCOCC1,-2,0.5,-4,0.0,-1.5,-0.9,-1.0,1,-1,0.7,0.4
COc1ccccc1CNC(=S)NCc1ccc(F)cc1,-16,-0.5,0,-0.9,-0.9,-1.1,0.5,-2,-2,-0.3,-1.0
COc1cc(OC)cc(C(=O)NCCC(=O)NCCc2ccc(OC)c(OC)c2)c1,0,0.3,-1,1.4,-1.2,0.2,-1.8,0,-2,0.7,-0.8
Cc1ccc(C)c2[nH]c(=O)c(CCNC(=O)c3ccco3)cc12,-37,-0.6,-12,-2.0,-2.1,-0.4,-3.1,-3,1,0.0,-1.2
O=C(COc1cc2oc(=O)c3c(c2cc1Cl)CCCC3)N1C[C@H]2C[C@@H](C1)c1cccc(=O)n1C2,i,5.7*,-280,-0.4,-1.8,-0.9,0.2,2,-1,1.2,0.6
Nc1nc(N)c2cc([N+](=O)[O-])ccc2n1,-14,0.5,0,0.5,-0.1,0.4,3.0,8,-2,4.8,3.9
CCCCCCCCc1c(O)nc(-n2[nH]c(C)c(CCO)c2=O)[nH]c1=O,1,0.7,-4,-2.0,0.0,-0.2,-1.4,-1,-1,-2.6,-3.5
COc1ccc(C[C@H]2CN3C(=NC[C@@H]3Cc3ccc(O)cc3)N2CCNC(=O)c2ccc(C)c(Br)c2)cc1,-4,1.1,-3,0.4,-0.7,-0.2,0.9,-11,0,-9.4,2.3
CCCc1nnc(NC(=O)Cn2c(=O)oc3ccccc32)s1,-9,1.2,-6,-0.3,-0.7,-0.3,0.4,-2,2,-2.6,-3.0
CN(C)NC1CCS(=O)(=O)C1 (centres undefined),3,1.1,2,0.9,-1.3,0.1,-1.0,2,-3,-3.5,0.5
COc1ccc(S(N)(=O)=O)cc1C(=O)NNC(=O)C1COc2ccccc2O1 (centres undefined),-4,-0.7,4,1.0,-0.3,0.7,-0.9,1,-6,-2.8,2.0
CC12/C(=N/O)C3C4CC5C3/C(=N/O)C1C5C42 (centres undefined),-7,1.3,-4,-0.4,-1.6,0.8,-1.7,7,-2,-0.1,-2.8
Cc1nnc(NC(=O)C2CCN(S(=O)(=O)c3ccc(F)c(F)c3)CC2)o1,-4,0.4,2,-0.9,-1.0,-0.9,0.5,-2,-2,0.6,-0.5
Cc1ccc(-n2cc(C(=O)O)c(=O)cc2C)c(C)c1,-2,-0.6,0,-2.2,-1.5,0.2,-1.6,2,1,2.8,-1.1
Cc1nn(CC(=O)Nc2ccc(N3CCOCC3)cc2)c(C)c1Br,-7,-0.3,-4,-2.7,-0.7,-0.7,-0.7,1,2,2.5,-1.4
CCOc1ccc(CCNC(=O)COC(=O)COc2ccc(C(=O)CC)cc2)cc1OCC,-2,0.3,-4,-0.2,-1.0,0.8,-1.7,11,2,-0.5,-4.3
Cc1ccc(C)c(NC(=O)C2=CCN(S(=O)(=O)c3ccc(F)cc3)CC2)c1,-9,2.0,0,-1.5,-1.4,-0.2,-0.1,-6,-2,1.7,-1.2
CC(=O)Nc1ccc(-c2noc(-c3csc([C@@H]4C[C@H](O)[C@@H](CO)O4)n3)n2)cc1,-10,·,-5,-0.6,-1.1,1.2,0.8,3,1,2.9,0.6
